KDM5B inh = blocks human KDM5B histone demethylase activity. 2.6% of 220,000 active. Q9UGL1. AID 1347165. KDM5B demethylase, FDH-coupled NADH fluorescence (FDH is formaldehyde dehydrogenase). Potency, µM (series often up to 57.7 µM), for the others: top-dose activity change, negative = inhibition, most hits filed as inhibitors; active means well fitted inhibition curve with a large enough effect; inconclusive means small, poorly fitted or top-dose-only effect; inactive means no such curve, though single readings can be large or run the other way; further: 0% is about no effect; nearly all actives have a fitted effect of over 70% in size
Target sequence (Q9UGL1 whole entry, looked up): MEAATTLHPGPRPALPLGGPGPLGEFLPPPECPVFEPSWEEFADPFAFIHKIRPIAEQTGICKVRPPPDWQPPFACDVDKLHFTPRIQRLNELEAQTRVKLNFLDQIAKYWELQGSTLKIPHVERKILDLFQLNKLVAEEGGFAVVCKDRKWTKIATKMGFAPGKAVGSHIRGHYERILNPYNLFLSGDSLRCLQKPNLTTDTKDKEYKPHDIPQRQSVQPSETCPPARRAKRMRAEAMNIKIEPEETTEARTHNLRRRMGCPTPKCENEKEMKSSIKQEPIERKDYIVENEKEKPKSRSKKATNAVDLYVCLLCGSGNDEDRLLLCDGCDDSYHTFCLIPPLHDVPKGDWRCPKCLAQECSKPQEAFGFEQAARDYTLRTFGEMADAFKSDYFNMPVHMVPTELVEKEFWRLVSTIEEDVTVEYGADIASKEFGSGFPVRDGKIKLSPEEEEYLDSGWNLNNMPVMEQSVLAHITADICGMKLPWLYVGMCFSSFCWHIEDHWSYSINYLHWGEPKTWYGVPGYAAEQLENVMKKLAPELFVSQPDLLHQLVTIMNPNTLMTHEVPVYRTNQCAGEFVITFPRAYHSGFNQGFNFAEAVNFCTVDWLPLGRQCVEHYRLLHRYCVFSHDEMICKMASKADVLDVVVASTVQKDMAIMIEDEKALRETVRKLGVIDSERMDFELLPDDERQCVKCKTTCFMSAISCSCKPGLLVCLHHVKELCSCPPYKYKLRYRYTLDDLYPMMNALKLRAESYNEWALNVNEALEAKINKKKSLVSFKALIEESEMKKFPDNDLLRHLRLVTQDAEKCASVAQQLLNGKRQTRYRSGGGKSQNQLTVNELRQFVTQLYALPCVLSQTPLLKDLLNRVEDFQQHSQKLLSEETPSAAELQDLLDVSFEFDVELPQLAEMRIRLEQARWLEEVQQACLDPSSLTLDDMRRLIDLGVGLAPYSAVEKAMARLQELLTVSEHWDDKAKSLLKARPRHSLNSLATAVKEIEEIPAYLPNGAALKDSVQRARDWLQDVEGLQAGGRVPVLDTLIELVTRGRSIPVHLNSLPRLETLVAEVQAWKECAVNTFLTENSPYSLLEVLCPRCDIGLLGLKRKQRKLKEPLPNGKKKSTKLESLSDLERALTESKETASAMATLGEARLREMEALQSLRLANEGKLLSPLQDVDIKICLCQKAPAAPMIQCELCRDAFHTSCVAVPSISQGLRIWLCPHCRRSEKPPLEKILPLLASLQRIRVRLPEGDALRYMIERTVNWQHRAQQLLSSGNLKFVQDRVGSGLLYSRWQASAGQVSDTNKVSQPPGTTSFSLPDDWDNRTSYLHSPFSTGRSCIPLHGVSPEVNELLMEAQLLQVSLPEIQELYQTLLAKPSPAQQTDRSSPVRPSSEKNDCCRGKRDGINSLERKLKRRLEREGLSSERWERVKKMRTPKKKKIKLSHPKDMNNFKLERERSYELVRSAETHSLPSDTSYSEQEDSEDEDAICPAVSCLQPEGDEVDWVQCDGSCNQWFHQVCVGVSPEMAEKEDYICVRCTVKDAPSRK
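Compound dilutions met 200 nM (final) KDM5BΔAP for 10 min at room temperature before substrate addition. The substrate mix held 12.5 µM H3K4me3 with cofactors 25 µM α-ketoglutarate and 50 µM Fe²⁺. NADH signal gain over 30 min defined activity.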
* = called active by the depositor; ? = inconclusive; [ ] = remark or other dose. Potency means the concentration at half of the fitted maximal effect. Some of the compounds tested. The share of hits here may be higher or lower than overall.

KDM5B inh,Structure
-8.2%,O=C(c1cc2ccccc2[nH]1)N1CCC(Cc2nncn2CC2CC2)C1 (stereo unspecified)
-13.0%,Cc1c(C(=O)c2ccc(Cl)cc2)oc2cc(NC(=O)c3ccncc3)ccc12
0.4%,Cc1ccc(-n2nc(C)c3c(C(=O)Nc4ccc(Br)c(C)c4)cc(C)nc32)cc1
-27.0%,Cc1ccc(S(=O)(=O)N(CCc2ccccc2)CC(=O)Nc2ccccc2C)cc1
5.6%,O=C(Nc1cccc2ncccc12)c1ccc([N+](=O)[O-])o1
9.6%,Cc1sc(NC(=O)CC(C)C)c(C#N)c1C
-8.9%,Cc1c(-c2nsc(NC(=O)c3cccc(F)c3)n2)nnn1-c1ccccc1C(F)(F)F
-6.7%,COc1cc(NC(=O)Cn2nc3n(c2=O)CCCC3)cc(OC)c1OC
21.8%,Cc1cccc(NC(=O)c2cc(Cl)nc3ccccc23)n1
?,Cc1ccc(NC(=O)CC2Nc3ccccc3NC2=O)cc1C (stereo unspecified)
31.6µM*,CCCn1cc(-c2ccnc(NC3CCN(Cc4cccnc4)CC3)n2)c(C)n1
15.1%,COc1ccc(NC(=O)Cn2c(=O)n(Cc3ccco3)c(=O)c3cc(OC)c(OC)cc32)cc1
-3.6%,O=C(CSc1nc(-c2ccccc2)[nH]c1-c1ccc(F)cc1)NC1CCCC1
?,COCCCNc1nc2cc(OC)c(OC)cc2c2nc(-c3ccccc3)nn12
?,COC(=O)c1ccccc1NC(=O)c1cnc(Nc2ccc(OC)cc2)c2ccccc12
-13.6%,Cn1ncc(N2CCC(CNC(=O)c3cccc(-n4cnnc4)c3)C2)cc1=O (stereo unspecified)
14.0%,CCCCn1c(N)c(N(CCC(C)C)C(=O)C2=NN(c3ccccc3)C(=O)CC2)c(=O)[nH]c1=O
-3.1%,NS(=O)(=O)c1ccc(C(=O)NCCn2cccn2)cc1
8.5%,Cc1noc(C)c1[S+](=O)([O-])N1CCCC(c2nn(-c3ccccc3)c(=O)[nH]2)C1 (stereo unspecified)
-18.2%,Cc1cn2nnc(C(=O)N3CCC(C(=O)NCc4cccc(Cl)c4)CC3)c2c(=O)[nH]1
?,Cc1ccc(NC(=O)c2ccc(NC(=O)N3CCSc4ncccc43)cc2)c(C)c1
-26.0%,O=C(CSc1ncc(CO)n1Cc1ccccc1)Nc1ccc(C(F)(F)F)cc1
-21.0%,O=C(CCC1CCCN(C(CO)CO)C1)N1CCN(Cc2ccccc2)CC1 (stereo unspecified)
?,N#Cc1nc(-c2cccs2)oc1N1CCN(C(=O)c2ccccc2Cl)CC1
-5.8%,O=C(CCS(=O)(=O)C1CCCC1)NCC1CN(Cc2ccccc2)CCO1 (stereo unspecified)

Part of the list above in order of molar mass, lowest first.
KDM5B inh,Structure
-8.2%,O=C(c1cc2ccccc2[nH]1)N1CCC(Cc2nncn2CC2CC2)C1 (stereo unspecified)
-3.6%,O=C(CSc1nc(-c2ccccc2)[nH]c1-c1ccc(F)cc1)NC1CCCC1
?,COC(=O)c1ccccc1NC(=O)c1cnc(Nc2ccc(OC)cc2)c2ccccc12
15.1%,COc1ccc(NC(=O)Cn2c(=O)n(Cc3ccco3)c(=O)c3cc(OC)c(OC)cc32)cc1

Following part.
KDM5B inh,Structure
-11.3%,O=C(CCc1cccs1)NCc1ccco1
15.7%,CCCN(CCC)CCNC(=O)c1ccc(CN2CC(=O)N3CCCCC3C2=O)cc1 (stereo unspecified)
-25.4%,CC(C)CN1CCN(C(=O)CCC2CCN(c3cc(NC4CC4)ncn3)CC2)CC1
-13.4%,CSc1ccc(CCNC(=O)c2ccc3c(c2)nc2n3CCC(C)C2)cc1 (stereo unspecified)
-3.8%,Cc1ccc(CNC(=O)C2(CC(=O)NC(C)(C)C)CCCC2)cc1
9.5%,O=C(OCC(=O)c1c[nH]c2ccccc12)c1ccc(O)cc1
4.2%,COc1ccc(Cl)cc1S(=O)(=O)N1CCC(n2cnnc2-c2ccccc2)CC1
-4.8%,Cc1nn(CC(=O)NCCc2cscn2)c(=O)n1CCc1ccccc1
-11.3%[86.2 µM],OC[C@@H]1O[C@H](CNCc2ccc(F)cc2)[C@H](N2CCCC2)[C@@H]1O
-16.6%,CCCn1nc(C(=O)NCCCN(C)Cc2ccccc2)c2ccccc2c1=O
3.5%,CC(C)N(CCNC(=O)c1nn(C)c(=O)c2ccccc12)C(C)C
-4.3%,CCOc1ccccc1NC(=O)CC1C(=O)Nc2ccccc2N1C(=O)c1ccccc1OC (stereo unspecified)
-19.0%,Cc1ccc(S(=O)(=O)NCCc2csc3nc(-c4ccccc4F)nn23)cc1C
?,CCN(Cc1nccn1C)C(=O)c1ccc(N2CCC(COC)C2)nc1 (stereo unspecified)
?,CCC(CC)C(=O)OCc1cc(=O)n2nc(C3CC3)sc2n1
3.8%,CC(C(=O)N1CCCCC1)N(C)CC(=O)Nc1ccc(Cl)c(C(F)(F)F)c1 (stereo unspecified)
-5.0%,CC(=O)c1cccc(NC(=O)c2cccc(S(=O)(=O)N3CCOCC3)c2)c1
-1.2%,COc1ccc(CN(C(=O)c2nn(C)c(=O)c3ccccc23)C2CCS(=O)(=O)C2)cc1 (stereo unspecified)
-26.5%[86.2 µM],Cc1ccc(CN2CCOC[C@H](Oc3ccc(C(F)(F)F)cc3)C2)cc1
31.4%,COCCn1ncc(N2CCCC(CC(=O)NCCN3CCOCC3)C2)cc1=O (stereo unspecified)
-9.4%,O=c1c(=O)n(-c2ccc(F)c(F)c2)ccn1Cc1c(F)cccc1Cl
15.2%,CC(=O)c1nnn(-c2c(F)cccc2F)c1C
13.5%,O=C(Nc1ccc2oc(-c3ccccc3Br)nc2c1)c1cccc([N+](=O)[O-])c1
-10.3%,Cc1cc(C)c2oc(C(=O)Nc3nc4ccc(Cl)cc4s3)cc(=O)c2c1
-4.2%,CC(=O)N1c2ccc(S(=O)(=O)NCC3CCC(C(=O)Nc4cccc(C)c4C)CC3)cc2CC1C (stereo unspecified)

Shown as a markdown table: entries from further up.
| molecule | KDM5B inh |
| --- | --- |
| CCN(Cc1nccn1C)C(=O)c1ccc(N2CCC(COC)C2)nc1 (stereo unspecified) | ? |
| CCC(CC)C(=O)OCc1cc(=O)n2nc(C3CC3)sc2n1 | ? |
| CC(C(=O)N1CCCCC1)N(C)CC(=O)Nc1ccc(Cl)c(C(F)(F)F)c1 (stereo unspecified) | 3.8% |
| CC(=O)c1cccc(NC(=O)c2cccc(S(=O)(=O)N3CCOCC3)c2)c1 | -5.0% |
| COc1ccc(CN(C(=O)c2nn(C)c(=O)c3ccccc23)C2CCS(=O)(=O)C2)cc1 (stereo unspecified) | -1.2% |
| Cc1ccc(CN2CCOC[C@H](Oc3ccc(C(F)(F)F)cc3)C2)cc1 | -26.5%[86.2 µM] |

Next part
KDM5B inh,Structure
6.8%,Cc1ccc(OCC(=O)Nc2cccc(C(=O)OCc3cc(=O)n4c(C)csc4n3)c2)cc1
5.6%,Cc1cc(NC(=O)CC2(CC(=O)O)CCCC2)n(C)n1
25.1µM*,Cc1nc(C)c(C(=O)N2CCC3(CC2)CN(c2ncccn2)CC3CO)s1 (stereo unspecified)
78.2%[activator],COc1ccc(S(=O)(=O)N(Cc2cc3ccccc3[nH]c2=O)C(C)C)cc1
-0.6%,CCCC(=O)Nc1nn2c(CC(C)C)nnc2s1
?,O=C(CCOc1ccccc1)N(Cc1cccnc1)c1nc2ccc(Cl)cc2s1
1.3%,COc1ccc(C2CCCCCN2C(=O)c2csc(-c3ccsc3)n2)cc1 (stereo unspecified)
23.6%,N#C/C(=C\c1ccccc1O)C(=O)Nc1cccc(C(F)(F)F)c1
?,COc1cccc(/C=C/C(=O)OCc2ccc(C#N)cc2)c1OC
13.1%,Cc1c(NC(=O)C(C)OC(=O)c2ccc(F)cc2)c(=O)n(-c2ccccc2)n1C (stereo unspecified)
2.3%,CCc1sc(C(=O)NCc2cccnc2)cc1C
?,COC(=O)c1ccccc1NC(=O)Cn1c(CCC(=O)O)ccc1-c1ccc(C)cc1
12.1%,CCCCCCCc1ccc(-c2nnc(-c3ccccc3Br)o2)cc1
226.7%[activator],COC(=O)[C@@H]1Cc2c([nH]c3ccccc23)[C@H]2C[C@@H](NCCCn3ccnc3)C[C@@H](c3ccc(Cl)c(F)c3)N21
5.5%,COC(=O)C1=C(C)Nc2nc3ccccc3n2C1c1ccccc1 (stereo unspecified)
12.2%,CCNC(=S)NCCSc1ccc(Cl)cc1
18.0%,COc1ccccc1C(=O)NCCc1c[nH]c2ccccc12
5.4%,COc1ccc(Cl)cc1S(=O)(=O)Nc1c(N2CCCC2)c2ccccc2oc1=O
11.8%,O=C(CCN=C1NS(=O)(=O)c2ccccc21)N(Cc1ccc(F)cc1)C1CC1
-7.1%[115 µM],CC(=O)N[C@H]1C[C@@H](c2nc(-c3cccnc3)no2)N(C)C1
-23.3%,COc1cccc(C2Cn3nnc(-c4nc(-c5ccc(OC(C)C)cc5)no4)c3CO2)c1 (stereo unspecified)
2.5%,O=C(CSc1nc2nc[nH]c2c(=O)[nH]1)c1ccc(F)cc1
11.1%,O=C(NCC1CC1)C1CCN(C(=O)c2ncn3c2COC(c2ccccc2)C3)CC1 (stereo unspecified)
10.0%,Cc1ccccc1OCC(=O)Nc1ccccc1C(=O)OCc1cc(=O)n2c(C)csc2n1
4.4%,CC(C)c1ccc(NC(=O)CC2NCCNC2=O)cc1 (stereo unspecified)
14.3%,CCc1ccccc1N(C)S(=O)(=O)c1ccc2c(c1)C(C)(C)C(=O)N2C
5.9%,Cc1ccc(C(=O)NCCc2ncc(C)n2C2CCCC2)cn1
?,CC1CCN(c2csc3ccc(F)cc3c2=O)CC1
28.1%,CCCNC(=O)N1c2ccccc2Sc2ccccc21
-9.8%,COCCn1c(SCC(=O)c2[nH]c(C)c(C(C)=O)c2C)nc2ccccc2c1=O
-21.6%,O[C@@H]1C[C@@H](c2nnc3n2CCN(Cc2ccccc2)C3)N(Cc2ccccc2)C1
24.9%,O=C(O)CCC(NC(=O)C12CC3CC(CC(C3)C1)C2)C(=O)O (stereo unspecified)
?,CCCOc1ccc(C(=O)Nc2nc(-c3ccc(OC)cc3)c(C)s2)cc1OC
-32.3%,Cn1nc2n(c1=O)CCC(NS(=O)(=O)c1ccc3c(c1)CCCC3)CC2 (stereo unspecified)
20µM*,COC[C@@H]1CN(c2cnccn2)C[C@H]1C(=O)NCc1c(C)n[nH]c1C
23.7%[149 µM],CC(=O)N1CCn2ncc(C(=O)NCc3ccc(Cl)nc3)c2C1
-12.9%,Cc1nn(CCC(=O)N2CCN(c3ccccc3)CC2)c(C)c1S(=O)(=O)N1CCCC1
19.1%,C/C(=C/C(=O)C(F)(F)F)N1CCN(Cc2ccccc2)CC1
-17.3%,O=C(O)CCc1cc2n(n1)CCCN(C(=O)c1ccc3n[nH]nc3c1)C2
?,Cc1noc(C)c1S(=O)(=O)N1CCCC(c2nn[nH]n2)C1 (stereo unspecified)
-0.8%,O=S(=O)(c1ccccc1F)N1CCC(Oc2ccc(-n3cnnn3)cc2)CC1
?,Cc1ccc(S(=O)(=O)N(CC(=O)Nc2c(C)cccc2C)c2cccc(Cl)c2)cc1
-11.6%,CCc1nn2c(=O)cc(CN(CC)CC)nc2s1
23.7%,FC(F)(F)COc1ccc(-c2nnc(SCc3c(Cl)cccc3Cl)o2)cn1
8.7%,CC(C)NC(=O)C1CCN(Cc2nc(-c3ccccc3)no2)CC1
28.2µM*,Cn1cc(CN2CCNc3cnc(-c4ccccc4)cc3C2)cn1
6.8%,O=S(=O)(c1ccccc1)N1N=C(c2ccc(Cl)cc2)CC1c1ccc2nccnc2c1 (stereo unspecified)
-16.7%,CC(=O)N[C@H]1C[C@@H](c2cc(C)c(C)cc2C)O[C@@H](C(C)(C)C)C1
-26.4%,Cc1ccc(C(=O)Nc2cccc(-c3nc4cccnc4s3)c2C)cc1
5.6%[86.2 µM],NC(=O)C1CCN([C@H]2[C@@H]3OC[C@@H](O3)[C@@H](NC(=O)Nc3ccccc3)[C@@H]2O)CC1

Further records
KDM5B inh,Structure
-6.3%,O=C(NCc1ccc(F)cc1)c1cc(-c2ccc(Cl)cc2)n[nH]1
2.0%,CCc1ccc(OCc2nnc(SCc3ccc(F)cc3Cl)n2CC(C)C)cc1
?,CCN(CC)c1ccc(C=Nc2c(C)cc(C)cc2C)cc1
-21.6%,CN(Cc1nc2ccsc2c(=O)[nH]1)C(=O)CCC1NC(=O)NC1=O (stereo unspecified)
23.5%,COc1ccc(/C=C/C(=O)O)cc1S(=O)(=O)N1CCc2ccccc21
-5.7%,COc1ccc(Cl)cc1C(=O)NCc1nc(-c2cccc(C)c2)no1
-7.5%,CCC(C)N(C(=S)Nc1cccc(Cl)c1)C1CCN(C(C)=O)CC1 (stereo unspecified)
?,COc1ncccc1-c1cc(-c2ccncc2)c2cncn2c1
-15.6%,Cc1oc2ncn(CC(C)C)c(=O)c2c1C(=O)Nc1cc(F)ccc1F
22.4µM*,COCc1noc(CCNc2cc(C)nc(-c3ccccc3O)n2)n1
-26.8%[115 µM],O=C(c1cccnc1)N1CCCC2(COc3ccccc3[S+](=O)([O-])N2)C1 (stereo unspecified)
-0.5%[86.2 µM],O=C(NCc1ccc(Cl)cc1)[C@@H]1Cc2nc[nH]c2CN1Cc1cccs1
9.5%,NC(=O)C(Sc1ccc2ccccc2c1)c1ccccc1 (stereo unspecified)
-3.3%,C=CCNC(=O)O[C@@H]1CC(C(=O)N[C@@H](Cc2ccc(OC)cc2)C(N)=O)=C[C@@H](NC(=O)c2ccc(OC)cc2)[C@H]1O
?,Cc1ccccc1S(=O)(=O)N1CCCC(CCC(=O)N2CCc3ccccc3C2)C1 (stereo unspecified)
-10.2%,C[C@@H](O)[C@H](Nc1ncnc2sc3c(c12)CCCC3)C(=O)O
?,COCC1CN(C)CC12CCN(C(=O)CCc1cccc(OC)c1)CC2 (stereo unspecified)
10.8%,COc1ccc(NC(=O)c2c(-n3cnnn3)sc(C)c2C)cc1Cl
14.5%,CN1CCC([C@@H]2CN(S(=O)(=O)c3cccc(Cl)c3)C[C@H]2C(N)=O)CC1
